Bioassay records deposited in PubChem BioAssay by several laboratories.
GSTO1 counter = GSTO1 inhibition, counter-screen for RBBP9 inhibitors. inhibition, % at 5.96 µM. P78417. actives 1.1% (n = 300,000). recombinant GSTO1, activity-based probe fluorescence polarization;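 active = inhibition above the campaign mean inhibition plus 3 SD, cut at about 35% in these data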;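 note: 0% = GSTO1-1 with DMSO and 100% = wells lacking GSTO1-1 enzyme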
PME-1 inh = PME-1 (human) inhibition; Q9Y570; recombinant PME-1, FP-Rh probe fluorescence polarization; inhibition, % at 5.9 µM; actives 0.53% (n = 320,000); AID 2130;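 active = inhibition above the campaign mean of all compounds plus 3 SD, cut at about 26% in these data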;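 note: competitive labeling of PME-1 active site by serine hydrolase directed probe; 0% = PME-1 with DMSO and 100% = wells lacking PME-1 enzyme; inhibitors block probe labeling so polarization falls and inhibition rises; many of its hits are not listed in these tables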
PAD4 FP inh = blocks human protein arginine deiminase 4; recombinant PAD4, RCA probe fluorescence polarization; actives 0.41% (n = 330,000); inhibition, % at 6.36 µM; AID 485272; Q9UM07;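 active = percent inhibition above a cutoff equal to the mean of all tested compounds plus 3 SD, cut at about 15% in these data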;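 note: 0% = PAD4 with RCA probe and DMSO and 100% = probe without PAD4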
Target sequence (Q9UM07 whole entry, looked up): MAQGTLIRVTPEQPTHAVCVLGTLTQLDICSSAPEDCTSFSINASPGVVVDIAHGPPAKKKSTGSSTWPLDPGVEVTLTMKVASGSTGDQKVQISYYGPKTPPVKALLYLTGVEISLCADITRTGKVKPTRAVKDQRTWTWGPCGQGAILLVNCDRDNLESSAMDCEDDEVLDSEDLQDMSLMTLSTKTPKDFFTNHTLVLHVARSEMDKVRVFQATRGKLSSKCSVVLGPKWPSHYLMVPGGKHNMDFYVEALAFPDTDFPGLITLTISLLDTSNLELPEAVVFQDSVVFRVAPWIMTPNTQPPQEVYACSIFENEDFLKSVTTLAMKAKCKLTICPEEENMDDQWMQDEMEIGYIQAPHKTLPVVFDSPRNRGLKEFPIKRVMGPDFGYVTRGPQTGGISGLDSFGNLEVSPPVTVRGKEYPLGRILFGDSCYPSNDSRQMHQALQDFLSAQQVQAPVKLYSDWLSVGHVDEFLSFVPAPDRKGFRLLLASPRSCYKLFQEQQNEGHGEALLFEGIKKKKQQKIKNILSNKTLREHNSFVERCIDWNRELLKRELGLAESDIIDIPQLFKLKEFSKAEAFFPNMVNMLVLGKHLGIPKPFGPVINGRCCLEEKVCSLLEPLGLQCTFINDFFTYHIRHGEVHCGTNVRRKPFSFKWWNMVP
TPT1 inhibitor = inhibitors of Candida albicans tRNA 2'-phosphotransferase TPT1; recombinant caTPT1, FP RNA substrate dephosphorylation; inhibition, % at 5 µM; actives 0.81% (n = 300,000);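 active = inhibition above the mean of all tested compounds plus 3 SD, set per screening campaign, cut at about 24% in these data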;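 note: plate controls were DMSO alone for no effect and ferristatin control at 100 nM for full effect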
Fam108B inh = blocks mouse Fam108B hydrolase in RBBP9 counter-screen; recombinant Fam108B, FP-Rh probe fluorescence polarization; inhibition, % at 9.51 µM; actives 0.33% (n = 300,000);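 active = inhibition above the screen mean inhibition plus 3 SD, computed separately per campaign, cut at about 18% in these data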;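 note: inhibitors lower polarization as less probe binds the enzyme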
MCL1-BIM inh = MCL1-BIM-BH3 interaction inhibition (human); Q07820; GST-MCL1 / FITC-Bim-BH3 fluorescence polarization; inhibition, % at 10.9 µM; actives 0.68% (n = 320,000); AID 2057;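 active = inhibition above the mean inhibition of all tested compounds plus 3 SD, set per campaign, cut at about 40% in these data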;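 note: 0% = DMSO wells and 100% = unlabeled Bim-BH3 peptide control; higher means more loss of mP so more displacement of Bim peptide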
Target sequence (Q07820 whole entry, looked up): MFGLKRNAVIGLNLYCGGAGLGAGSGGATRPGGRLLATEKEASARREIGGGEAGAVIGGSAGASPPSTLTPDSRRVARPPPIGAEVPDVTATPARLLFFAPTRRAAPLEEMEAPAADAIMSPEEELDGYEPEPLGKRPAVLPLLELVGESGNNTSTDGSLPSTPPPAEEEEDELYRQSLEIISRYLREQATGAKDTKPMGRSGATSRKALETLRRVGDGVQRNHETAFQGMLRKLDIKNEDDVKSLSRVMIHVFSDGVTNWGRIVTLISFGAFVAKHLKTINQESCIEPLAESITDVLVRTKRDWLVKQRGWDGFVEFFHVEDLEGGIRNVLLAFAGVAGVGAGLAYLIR
BCLXL inh = blocks human Bcl-xL binding to Bim BH3 peptide; actives 0.7% (n = 320,000); inhibition, % at 10.9 µM; Q07817; GST-Bcl-xL / FITC-Bim BH3 peptide fluorescence polarization;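 active = inhibition above the mean of all tested compounds plus 3 SD, cutoff set per campaign, cut at about 30% in these data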;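 note: 0% = DMSO wells and 100% = unlabeled Bim-BH3 peptide competitor; inhibitors lower millipolarization by displacing the labeled peptide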
MEX-5 binding = C. elegans MEX-5 TCR-2 RNA binding activity | Q9XUB2 | MEX-5/FITC-TCR2 RNA binding, fluorescence polarization; hits give low values | activity score (negative = inhibition of binding), % at 10 µM | actives 0.38% (n = 300,000) | AID 1832;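 active = inhibition past about -25% in most replicates, and total fluorescence under double the plate's negative control median, limit read from the data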;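 note: 0% = DMSO and -100% = 5 µM competing unlabeled TCR2 RNA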
GLD-1 TGE inh = GLD-1-TGE RNA interaction inhibition (C. elegans); actives 0.44% (n = 320,000); inhibition, % at 5.96 µM; purified GLD-1 + fluorescein TGE RNA, fluorescence polarization; Q17339;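 active = percent inhibition above a per-plate cutoff, the plate mean of test compounds plus 3 SD, cut at about 30% in these data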;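 note: 0% = DMSO wells with GLD-1 and probe and 100% = wells lacking GLD-1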
Active calls of the source: *; . = no result given.

SMILES	GSTO1 counter	PME-1 inh	PAD4 FP inh	TPT1 inhibitor	Fam108B inh	MCL1-BIM inh	BCLXL inh	MEX-5 binding	GLD-1 TGE inh
COc1ccc(C(=O)/C=C/c2cn(CC(O)CN3CCN(C)CC3)c3ccccc23)cc1OC (configuration not stated)	-9	4	3	50*	0	-47	-23	24	-133
O=C(c1ccccc1)C1CN(c2ccccc2)CC1c1ccc(Cl)cc1 (configuration not stated)	2	0	12	4	-3	2	1	-2.4	4
O=C(CCC(=O)N1CCN(c2ccc(F)cc2)CC1)c1ccc(Cl)cc1	9	1	-2	5	1	-10	-2	1.3	-2
O=C1Nc2ccccc2S/C1=C/NCc1ccccc1Cl	8	9	5	-3	3	20	5	0.2	0
CCN(CC)c1ccc(C(=O)NNC(=O)CN2C(=O)NC(C)(c3ccccc3)C2=O)cc1 (configuration not stated)	.	-2	-1	.	.	5	4	.	-4
Cc1ccc2nc(SCc3nnc(-c4ccccc4)o3)[nH]c2c1	-2	-8	7	1	2	-11	-9	-4.1	4
O=C(O)CSc1nnc2n(-c3ccccc3)c(=O)c3ccccc3n12	0	1	0	-3	-3	6	2	-0.6	-4
O=C(c1ccncc1)N1N=C2CCCCCC2C1(O)C(F)(F)F (configuration not stated)	7	-1	2	5	2	1	3	0.9	-5
CCOc1ccccc1C(=O)OC(C)C(=O)Nc1ccc(S(=O)(=O)N2CCCC2)cc1 (configuration not stated)	.	0	2	.	.	-7	-1	.	1
O=C(Oc1cccc2c(O)cccc12)c1ccccc1	25	9	1	-4	8	6	5	-3.0	5
COc1ccc(Cl)cc1NC(=O)CN(C)CC(=O)Nc1ccccc1-c1ccccc1	4	0	-5	0	0	-2	-1	-3.3	7
CC1CCCCC1NC(=O)C1CCN(S(=O)(=O)c2cccc3nsnc23)CC1 (configuration not stated)	5	1	-4	1	5	-1	0	1.8	-6
CN(C)c1cccc(C(=O)NCc2ccccc2Cl)c1	-1	2	-3	1	0	-2	3	2.2	4
Cc1cnccc1CN(C)Cc1cn(C)nc1-c1cccc(Cl)c1	8	-2	-5	-1	1	3	2	-1.7	0
CC(C)CNC(=O)CCc1c[nH]c2ccccc12	14	3	-2	-4	1	-2	-3	.	0
COc1ccc(N2CCN(S(=O)(=O)CCNC(=O)CCCc3ccccc3)CC2)cc1	-2	1	0	3	0	-3	0	-0.7	5
O=C(NC(=S)NC1CCCc2ccccc21)c1ccco1 (configuration not stated)	-8	4	-4	3	0	0	3	0.7	4
O=C(/C=C/c1ccc(OCCCF)cc1)NCc1ccc(Cl)cc1	-6	-1	-1	0	-2	-5	6	1.4	-3
CC(O)C1CCC2C3CC[C@H]4CC(O)CCC4(C)C3CC3(OCCO3)C12C (some centres not stated)	7	1	-2	0	-3	9	5	-2.4	2
CCOC(=O)CC1COCCN1Cc1cn(C)nc1-c1ccccc1F (configuration not stated)	2	-1	4	1	-1	0	3	3.3	3
NC(=O)C1CCN(c2nnnn2-c2ccccc2)CC1	2	0	0	1	-2	7	5	0.1	5
N/C(=N\NS(=O)(=O)c1ccccc1)c1ccccn1	7	-1	-2	1	-8	-2	-1	.	8
O=c1[nH]c2ccccc2[n+]([O-])c1-c1ccccc1	5	-2	-4	3	6	-6	-1	-1.4	5
COC(=O)/C(=C\C(=O)c1ccccc1)Nc1ccc(OC)cc1	3	7	-5	5	-4	-6	-6	-0.1	-1

2 of the compounds above, with bars between the fields.
Structure | GSTO1 counter | PME-1 inh | PAD4 FP inh | TPT1 inhibitor | Fam108B inh | MCL1-BIM inh | BCLXL inh | MEX-5 binding | GLD-1 TGE inh
O=c1[nH]c2ccccc2[n+]([O-])c1-c1ccccc1 | 5 | -2 | -4 | 3 | 6 | -6 | -1 | -1.4 | 5
COC(=O)/C(=C\C(=O)c1ccccc1)Nc1ccc(OC)cc1 | 3 | 7 | -5 | 5 | -4 | -6 | -6 | -0.1 | -1

(list continues)
SMILES	GSTO1 counter	PME-1 inh	PAD4 FP inh	TPT1 inhibitor	Fam108B inh	MCL1-BIM inh	BCLXL inh	MEX-5 binding	GLD-1 TGE inh
Cn1nc(CC(=O)Nc2cccnc2N2CCOCC2)c2ccccc2c1=O	7	1	5	-1	-3	-3	6	-0.3	3
CCN(CC)S(=O)(=O)c1ccc(N2CCCCC2)c(NC(=O)C2=COCCO2)c1	-4	14	1	-1	4	2	4	0.7	7
N#Cc1ccccc1OCC(=O)N1CCN(C(=O)c2ccco2)CC1	-11	3	-5	0	4	3	2	-1.1	-3
COc1ccc(CC(=O)Nc2ccccc2C(=O)N2CCCC2)cc1	-2	-1	3	1	3	2	3	-0.3	3
Cc1nc2ccccc2n1C1CCN(C(=O)Nc2ccccc2)CC1	11	3	3	-2	6	-1	0	2.2	8
COc1cccc(OC)c1OC(=O)/C=C/c1ccc(C)o1	9	2	-4	2	-6	0	-1	-0.8	2
Nc1nc(-c2cc(Cl)cc(Cl)c2OC(F)F)cs1	6	1	-2	-3	0	1	0	-3.8	1
COc1cc2c(cc1OC)CN(C(=O)NS(=O)(=O)c1ccc(C)cc1)CC2	1	1	5	2	1	4	0	-2.6	-1
CC(=O)Nc1ccc(CN2CCN(Cc3ccc(F)c(F)c3)C(CCO)C2)cc1 (configuration not stated)	6	-4	3	-3	1	0	3	-0.5	2
COc1cc(C(=O)NCCOC(=O)c2cccc(N(C)C)c2)cc(OC)c1OC	4	-4	-4	3	-2	1	0	-4.8	6
CCCCn1c(-c2csc(C(C)C)c2)n[nH]c1=S	-5	0	3	61*	-2	-52	-43	.	-55
COc1ncnc2sc3c(c12)CCCC3	-1	-2	1	1	2	-4	-3	0.3	0
NC(=O)c1ccccc1OCC(=O)NS(=O)(=O)c1ccc(Cl)cc1	0	6	-2	1	-6	-6	-7	0.6	3
CCCNC(=O)Cn1cnc2sc(C(=O)NCCN(CC)CC)c(C)c2c1=O	2	1	-6	1	2	1	5	0.8	0
CCc1ccc(OC(=O)/C=C/c2ccco2)cc1	3	1	-2	2	1	5	11	2.7	5
CCOC(=O)c1cc(-c2cc3ccccc3o2)nc2c1c(=O)[nH]c(=O)n2CCOC	-7	1	0	-8	-2	12	8	-1.4	18
O=[N+]([O-])c1cc(S(=O)(=O)N2CCCC2)ccc1NCCc1ccccc1	2	1	-3	-2	2	3	3	-4.2	1
CCOc1ccc(NC(=O)CN(C)C(=O)c2cc(-c3ccc(OC)cc3)nc3ccccc23)cc1OCC	-12	-3	-2	1	-2	-11	-6	0.8	4
CCCCn1c(N)c(N(CC(C)C)C(=O)C2CC(=O)N(c3ccc(C)cc3)C2)c(=O)[nH]c1=O (configuration not stated)	7	-3	-2	3	-1	-10	-3	-0.1	6
CCOC(=O)NC1(NCc2ccccc2)Oc2ccccc2O1	61*	5	-3	3	0	34	24	2.2	4
COc1ccc(N(CC(=O)N/N=C/c2ccccc2F)S(=O)(=O)c2ccccc2)cc1	-2	-4	-10	-1	8	6	7	-2.2	-4
COC(=O)c1ccc(S(N)(=O)=O)o1	5	-5	-3	1	5	6	6	-2.5	5
O=C(O)C1CCCCC1C(=O)Nc1ccc(Cl)cc1Cl (configuration not stated)	5	-2	1	-1	1	1	1	0.3	11
Nc1c(Cl)cc(Cl)cc1C(=O)OCC(=O)N1CCCC1	5	-4	2	-1	1	5	2	0.1	4

Given in markdown: four of the compounds above
| Structure | GSTO1 counter | PME-1 inh | PAD4 FP inh | TPT1 inhibitor | Fam108B inh | MCL1-BIM inh | BCLXL inh | MEX-5 binding | GLD-1 TGE inh |
| --- | --- | --- | --- | --- | --- | --- | --- | --- | --- |
| CCOC(=O)NC1(NCc2ccccc2)Oc2ccccc2O1 | 61* | 5 | -3 | 3 | 0 | 34 | 24 | 2.2 | 4 |
| NC(=O)c1ccccc1OCC(=O)NS(=O)(=O)c1ccc(Cl)cc1 | 0 | 6 | -2 | 1 | -6 | -6 | -7 | 0.6 | 3 |
| CCCNC(=O)Cn1cnc2sc(C(=O)NCCN(CC)CC)c(C)c2c1=O | 2 | 1 | -6 | 1 | 2 | 1 | 5 | 0.8 | 0 |
| O=C(O)C1CCCCC1C(=O)Nc1ccc(Cl)cc1Cl (configuration not stated) | 5 | -2 | 1 | -1 | 1 | 1 | 1 | 0.3 | 11 |

Profiles as entered above:
CCc1ccc(OC(=O)/C=C/c2ccco2)cc1 reads GSTO1 counter = 3; PME-1 inh = 1; PAD4 FP inh = -2; TPT1 inhibitor = 2; Fam108B inh = 1; MCL1-BIM inh = 5; BCLXL inh = 11; MEX-5 binding = 2.7; GLD-1 TGE inh = 5
O=C(O)C1CCCCC1C(=O)Nc1ccc(Cl)cc1Cl (configuration not stated) reads GSTO1 counter = 5; PME-1 inh = -2; PAD4 FP inh = 1; TPT1 inhibitor = -1; Fam108B inh = 1; MCL1-BIM inh = 1; BCLXL inh = 1; MEX-5 binding = 0.3; GLD-1 TGE inh = 11
O=[N+]([O-])c1cc(S(=O)(=O)N2CCCC2)ccc1NCCc1ccccc1 reads GSTO1 counter = 2; PME-1 inh = 1; PAD4 FP inh = -3; TPT1 inhibitor = -2; Fam108B inh = 2; MCL1-BIM inh = 3; BCLXL inh = 3; MEX-5 binding = -4.2; GLD-1 TGE inh = 1

Next structures follow:
SMILES	GSTO1 counter	PME-1 inh	PAD4 FP inh	TPT1 inhibitor	Fam108B inh	MCL1-BIM inh	BCLXL inh	MEX-5 binding	GLD-1 TGE inh
CN1CCOc2ccc(S(=O)(=O)NCCc3ccc(Cl)cc3)cc21	15	13	-1	-5	5	4	9	0.5	3
COc1cc(/C=N/NC(=O)c2ccc(Cl)c(S(N)(=O)=O)c2)ccc1OCC(N)=O	1	-10	-6	3	-5	-2	-2	1.0	7
CCOc1ccc(NC(=O)N2CCC(c3nc4ccccc4[nH]3)CC2)cc1	6	-1	0	-2	0	-6	-4	-0.7	-1
CCN(CC(=O)NCc1ccc(Cl)cc1)C(=O)c1ccc(S(=O)(=O)NCc2ccco2)cc1	5	1	1	-2	0	4	8	-2.3	7
Cc1ccc(S(=O)(=O)N2CCOCC2)cc1C(=O)OCC(=O)NC1CCS(=O)(=O)C1 (configuration not stated)	11	-1	2	-1	-4	-1	2	0.9	1
N#CC(C(=O)c1ccco1)c1ccccn1 (configuration not stated)	-2	-1	2	-1	-5	6	6	-0.2	1
Cc1ccc(S(=O)(=O)NCCn2cnc([N+](=O)[O-])n2)cc1	4	-9	2	0	-2	6	6	0.0	4
COc1ccc(N2CC(C(=O)N3CCC4(CC3)CC(=O)c3ccccc3O4)CC2=O)cc1 (configuration not stated)	1	6	-3	-4	-4	2	3	1.4	-4
Cc1ccc(NC(=O)C(=O)NNC(=O)c2ccccc2C)cc1Cl	2	-2	-2	1	-5	6	-3	-0.3	-6
CCc1ccc(NC(=O)CCn2c(=O)c3cccn3c3ccccc32)cc1	-1	-7	-6	-1	-6	5	4	1.6	-4
CCOc1ccc(CCNC(=O)c2nnn(CC(=O)Nc3ccccc3C)c2N)cc1OCC	0	-6	2	0	2	5	0	0.6	-9
CCOc1ccc2oc(C(=O)OC(C(=O)NC(N)=O)C(C)C)c(C)c2c1 (configuration not stated)	4	-1	4	1	-7	-11	-4	-2.6	-6
O=C(CCCOc1ccccc1)NCCc1ccccc1	6	-4	-1	-1	-3	-7	-1	0.8	0
CCCC(=O)Nc1ccc(NC(=O)c2ccco2)c(OC)c1	7	-3	0	2	-4	-2	0	-2.4	9

Not all compounds are listed. The share of hits here may be higher or lower than overall.
